dFosB act: enhances mouse delta FosB homodimer DNA binding; P13346; purified delta FosB, TAMRA-CDK5 oligo fluorescence polarization; percent of positive-control signal above neutral wells; activation, % at 25 µM; 340,000 compounds, 0.99% hits; AID 493131;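 active means mean activation above about 17%, with every replicate also reaching it, limit read from the data, passing the limit was not always enough; inconclusive means only one of the two conditions met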;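 further: fluorescence polarization rise as delta FosB binds a TAMRA Cdk5 AP-1 oligo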
Target sequence (P13346 whole entry, looked up): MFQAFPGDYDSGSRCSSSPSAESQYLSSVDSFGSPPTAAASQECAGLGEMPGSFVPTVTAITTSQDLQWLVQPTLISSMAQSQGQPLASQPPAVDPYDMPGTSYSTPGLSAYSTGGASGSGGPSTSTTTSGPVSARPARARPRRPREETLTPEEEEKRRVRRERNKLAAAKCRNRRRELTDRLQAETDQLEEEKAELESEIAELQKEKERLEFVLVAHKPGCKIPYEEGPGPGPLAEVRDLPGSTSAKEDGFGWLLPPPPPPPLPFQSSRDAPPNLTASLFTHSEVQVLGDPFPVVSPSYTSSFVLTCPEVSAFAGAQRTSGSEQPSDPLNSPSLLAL
PvdQ acylase: blocks Pseudomonas aeruginosa PvdQ acylase activity | purified PvdQ acylase, fluorescence plate reader | inhibition, % at 10 µM | 340,000 compounds, 0.063% hits | AID 488965; in the data active means inhibition above about 30%, passing the limit was not always enough; inconclusive means no clear call, values can overlap the other calls;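 further: 0% = vehicle neutral wells and 100% = reference inhibitor wells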
CAL PDZ FP-1: human CAL PDZ-peptide interaction inhibition. purified CAL PDZ, TMR-peptide fluorescence polarization, 1 h. inhibition, % at 20 µM. 330,000 compounds, 0.02% hits. AID 504414;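 active means highest replicate inhibition of at least 40%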;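 further: plate controls were DMSO neutral control wells for no effect and unlabeled competitor peptide control wells for full effect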
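Test system: tagged CAL PDZ domain / Buffer or medium: sodium phosphate/NaCl buffer pH 7.4 with TCEP, IgG, Thesit / Reagent: TMR-labelled reporter peptide T*-PRC34 bound in PDZ groove / Compound dosing: single point, 20 µM / Schedule: 1 h incubation at room temperature before polarization reading / Technique: fluorescence polarization (mP) / Benchmarks: unlabelled peptide, DMSO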
NSD2 HMT inh: NSD2 (human) methyltransferase inhibition | O96028 | NSD2 peptide methylation, AlphaScreen, 120 min | inhibition, % at 12.5 µM | 310,000 compounds, 0.54% hits | AID 743445; in the data active means inhibition above about 50%
CAL PDZ FP-2: inhibitors of human CAL PDZ peptide binding; Q9HD26; purified CAL PDZ, TMR-peptide fluorescence polarization, 1 h; inhibition, % at 24.9 µM; 300,000 compounds, 0.92% hits; AID 602252;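 active means mean inhibition of at least 30% with at least half of replicates also reaching 30%; inconclusive means no clear call, values can overlap the other calls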;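 further: 0% = DMSO neutral control and 100% = excess unlabeled competitor peptide PRC23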
Rtt109 HAT inh: blocks Candida albicans Rtt109/Vps75 acetyltransferase activity. Q5AAJ8. purified Rtt109/Vps75, ThioGlo CoA-SH fluorescence, 4 h. inhibition, % at 34.9 µM. 330,000 compounds, 0.16% hits. AID 540336;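 active means inhibition of at least 50% in every replicate; inconclusive means best replicate reaches 50% inhibition but some replicates fall short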
Target sequence (Q5AAJ8 whole entry, looked up): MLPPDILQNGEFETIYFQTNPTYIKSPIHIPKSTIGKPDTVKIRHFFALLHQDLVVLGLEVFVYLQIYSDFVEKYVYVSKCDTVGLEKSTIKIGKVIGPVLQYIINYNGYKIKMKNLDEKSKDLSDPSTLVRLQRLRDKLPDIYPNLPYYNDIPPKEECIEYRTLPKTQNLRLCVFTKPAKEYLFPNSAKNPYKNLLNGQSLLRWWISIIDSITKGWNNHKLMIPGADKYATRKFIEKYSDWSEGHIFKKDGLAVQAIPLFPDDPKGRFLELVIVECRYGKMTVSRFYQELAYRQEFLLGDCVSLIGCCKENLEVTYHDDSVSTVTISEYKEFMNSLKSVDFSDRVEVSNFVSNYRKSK
SR-BI DiI inh: mouse SR-BI HDL lipid transfer inhibition. 320,000 compounds, 0.96% hits. inhibition, % at 12.5 µM. ldlA[mSR-BI] CHO cells, DiI-HDL uptake fluorescence, 3 h. AID 488896;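 active means mean replicate inhibition of at least 70% and a set share of replicates each scoring 70 or more; inconclusive means meets just one of the two criteria; inactive means fails both criteria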;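 further: 0% = median of neutral control wells and 100% = median of positive control wells; values of inactives mirror those of a sister screen read the other way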
PfHsp90 set2: inhibits growth of yeast expressing Plasmodium falciparum Hsp90 | S. cerevisiae expressing PfHsp90, BacTiter-Glo ATP, 48 h; yeast lacking PDR1 and PDR3 efflux regulators | inhibition, % at 9.4 µM | 310,000 compounds, 0.32% hits;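 active means every replicate shows inhibition above about 80%, whatever the replicate mean, limit read from the data; inconclusive means mean inhibition reaches the set limit but some replicate falls short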;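 further: 0% = DMSO neutral controls and 100% = 20 µM radicicol positive controls; yeast relying on Plasmodium falciparum Hsp90 in place of its own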
SR-BI uptake up: enhances SR-BI lipid uptake from DiI-HDL; CHO ldlA[mSR-BI] cells, DiI-HDL uptake fluorescence, 3 h; 100 = double the neutral-control signal; activation, % at 12.5 µM; 320,000 compounds, 0.096% hits; AID 504775;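 active means mean replicate activation of at least 60% and every replicate at or above 60%; inconclusive means mean or all-replicate condition met, but not both; inactive means mean below 60% and not all replicates reaching 60%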;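 further: 0% = median plate neutral-control signal and 100% = twice that signal; values of inactives mirror those of a sister screen read the other way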
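Assay system: CHO ldlA[mSR-BI] cells, LDL receptor-null, SR-BI overexpressing; medium: Ham's F12 with 0.5% BSA, HEPES 25 mM, pH 7.4; also added: DiI-HDL 10 µg/mL; timing: 3 h uptake period with compound, 37 °C; signal: DiI fluorescence, bottom read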
MITF act: activators of MITF-driven TRPM1 promoter activity in SK-MEL-5 cells; activation, % at 12.5 µM; SK-MEL-5 TRPM1-promoter luciferase, 24 h; % of positive control, neutral wells = 0; AID 588334; 300,000 compounds, 0.75% hits;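 active means mean activation of at least 80% with every replicate also reaching 80%; inconclusive means mean reaches 80% but some replicate falls short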;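 further: 0% = neutral control wells and 100% = parthenolide positive control wells; values of inactives mirror those of a sister screen read the other way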
Active calls of the source: *; u = inconclusive; x = no result given.

SMILES | dFosB act | PvdQ acylase | CAL PDZ FP-1 | NSD2 HMT inh | CAL PDZ FP-2 | Rtt109 HAT inh | SR-BI DiI inh | PfHsp90 set2 | SR-BI uptake up | MITF act
O=C(Oc1ccc([N+](=O)[O-])cc1)c1ccc2ccccc2n1 | -9 | -13 | -1.9 | x | -4 | -3 | -7 | -75 | 7 | 1
O=C(NC1CC2CCC(C1)N2C(=O)NCc1ccccc1)C1CC1 (stereo unspecified) | -5 | 6 | x | 2 | -4 | -2 | -48 | x | 48 | x
COc1ccc2c(c1)cc(C)c1nnc(SCC(=O)N(C)c3nc(-c4ccccc4)cs3)n12 | 7 | 0 | -1.5 | 0 | 0 | x | 11 | x | -11 | x
c1ccc(-c2ccc3nnnn3n2)cc1 | -2 | 4 | -0.3 | -2 | 0 | -5 | -21 | 1 | 21 | x
O=C(C1CCCN(Cc2ccc(F)cc2)C1)N1CCCCC1 (stereo unspecified) | -6 | -7 | -0.8 | -2 | -1 | -3 | 2 | 11 | -2 | -1
Nc1nonc1-n1nnc(C(=O)N/N=C/c2ccc(F)cc2)c1-c1cccs1 | 55* | -11 | -1.1 | -8 | -3 | -6 | 53 | -23 | -53 | 5
CCOc1ccc(C2/C(=C(/O)c3ccc4c(c3)CC(C)O4)C(=O)C(=O)N2CC2CCCO2)cc1 (stereo unspecified) | -4 | -4 | -1.0 | 1 | -1 | 4 | -19 | -7 | 19 | -2
Cc1ccc(S(=O)(=O)NN2C(=O)/C(=C\c3ccc(Cl)cc3)SC2=S)cc1 | -4 | -6 | -3.0 | 5 | -3 | -4 | x | 1 | x | 3
O=C(C(c1ccccc1)c1ccccc1)N1CCN(Cc2ccncc2)CC1 | 0 | 3 | -0.7 | -5 | -2 | 16 | 1 | -9 | -1 | 4
CCSc1cc(N2CCCC2)nc(-c2ccccc2)n1 | -3 | -20 | x | 16 | -4 | 7 | 49 | -16 | -49 | 5
CCC(CC)CN1C(Nc2ccccc2)=NC[C@@H]1C | 3 | -12 | 1.0 | x | 1 | -6 | -23 | -3 | 23 | -4
CCN1CCN(CC(O)COc2cccc(OC)c2)CC1 (stereo unspecified) | 6 | -11 | 0.0 | 6 | 0 | -2 | -19 | 20 | 19 | -11
Cc1ccc(Nc2c(-c3ccccc3)nc3cnccn23)cc1 | -9 | 4 | 0.1 | -6 | x | 29 | x | 7 | x | 14
O=C1CCCc2c1cc(C(=O)NCc1ccco1)c(=O)n2-c1ccccc1 | -20 | 0 | -0.2 | x | -1 | -11 | -9 | x | 9 | x
Cc1ccc(NC(=O)c2ncn(CCCNCCCN(C)C)n2)cc1C | -11 | -21 | 0.3 | x | -1 | 7 | -35 | -21 | 35 | -6
N#Cc1c(SCc2c(Cl)cccc2Cl)nc(N)[nH]c1=S | -20 | -7 | -1.6 | x | x | 16 | -16 | -66 | 16 | 1
COc1cccc(-c2nnc(NC(=O)C(C)C)o2)c1 | -7 | 4 | -0.9 | x | x | 8 | -22 | 20 | 22 | 6
CC(/C=N/NC(=O)NC1CCCCC1)=C\c1ccccc1 | -17 | -3 | -9.5 | -2 | 5 | -1 | 6 | -42 | -6 | 21
CCN(Cc1nc(-c2ccc(OC)cc2)no1)C(=O)c1ccoc1C | -5 | -3 | -1.7 | 2 | 1 | 13 | -5 | 1 | 5 | 5
COc1ccc2[nH]c(CN3CCC(n4nccc4NC(=O)C4CC4)CC3)c(C)c2c1 | 0 | 0 | -2.1 | 7 | 3 | 0 | -2 | 5 | 2 | -1
Cc1cc(C(=O)Nc2ccon2)cs1 | -2 | -12 | 1.5 | 1 | -1 | 5 | -33 | x | 33 | 14
CC(C(=O)Nc1ccccn1)(c1ccccc1)c1ccccc1 | 1 | -11 | -1.1 | -5 | 7 | -5 | -16 | -8 | 16 | x
CC(Sc1ncccn1)C(=O)NNC(=O)c1cccc(Cl)c1 (stereo unspecified) | -4 | 5 | -1.1 | -1 | x | 9 | -5 | 9 | 5 | 10
CN(CCNC(=O)C1CCC(=O)N(Cc2cccc(F)c2)C1)CCc1ccccc1 (stereo unspecified) | -2 | -1 | 0.2 | 1 | 0 | 2 | -2 | 0 | 2 | -2
O=[N+]([O-])c1cc(Cl)cc(/C=N/Nc2nc3ccccc3s2)c1O | -13 | 18 | -2.8 | 8 | -3 | 20 | 30 | -20 | -30 | -18
NCC/C=C1/c2ccccc2CSc2ccccc21 | 0 | -8 | -1.4 | 23 | -3 | -11 | -2 | 2 | 2 | 18
CCOc1ccc(CCNC(=O)c2[nH]c(C)c(C(C)=O)c2C)cc1OCC | 2 | 9 | -0.8 | 8 | 2 | -7 | 10 | 4 | -10 | -11
COc1ccc(/C=C/c2ccc3ccccc3[n+]2C)cc1OC | -5 | -24 | -1.5 | 10 | -4 | x | -6 | 7 | 6 | 20
CC1CCCN(c2ccc(N)cc2C(N)=O)C1 (stereo unspecified) | -3 | -1 | -2.5 | 0 | 3 | x | -12 | -9 | 12 | -6
CCOC(=O)C1CCN(c2ccc(-c3cccs3)nn2)CC1 | 0 | -20 | x | -4 | 93* | -3 | 9 | 50 | -9 | 84*
CCOC(=O)N1CCC(NC(=O)c2cccc3c2C(=O)N(c2ccc(OC)cc2)C3)CC1 | -10 | -12 | -2.6 | x | 0 | -3 | 1 | 12 | -1 | -3
CCn1c(CNC(=O)COc2ccc(C(C)C)cc2)nnc1SCC(=O)Nc1ccccc1 | -12 | -2 | -2.5 | 3 | -1 | 34 | 11 | -1 | -11 | 6
COC(=O)N1CCN(c2ccc(C)cc2)C(C)C1 (stereo unspecified) | 0 | -9 | -0.1 | 1 | 1 | -13 | x | x | x | -4
COc1ccc(S(=O)(=O)Nc2ccccc2-c2nnn(CC(=O)Nc3ccccc3OC)n2)cc1 | -3 | -10 | -1.0 | -3 | -2 | 2 | 34 | 9 | -34 | 9
CCOC(=O)C1(Cc2ccc(Cl)cc2)CCN(Cc2cn(CC)nc2C)CC1 | -7 | -25 | -0.5 | x | -5 | -4 | -16 | -3 | 16 | 8
CCN(c1ccccc1)S(=O)(=O)c1ccc(Cl)c(NC(=O)CSc2n[nH]c(N)n2)c1 | -11 | -7 | -2.6 | 5 | 0 | 9 | -8 | 2 | 8 | 8
O=[N+]([O-])c1ccc(Cl)c(CN2CCCCCC2)c1 | 3 | 22 | 0.4 | 3 | -2 | -1 | -32 | -5 | 32 | 3
O=C(NNS(=O)(=O)c1ccc2ccccc2c1)c1cc(-c2ccccn2)nc2ccccc12 | -11 | -4 | -3.3 | 3 | 4 | -3 | 9 | -8 | -9 | 7
COc1ccccc1NC(=O)c1ccccc1NS(=O)(=O)c1cccs1 | -3 | -5 | -0.3 | 3 | x | -3 | -16 | 11 | 16 | -7
COCCn1c(SCC(=O)NC(=O)NC2CCCC2)nc2ccccc2c1=O | -17 | -9 | -0.6 | 16 | x | 3 | -8 | -26 | 8 | -5
Cc1cc2nc(SCC(=O)O)nc(C)c2cc1C | -5 | -13 | -0.5 | -1 | 1 | -1 | -20 | 0 | 20 | -2
CCOC(=O)c1ccc(S(=O)(=O)N2CCN(C(=O)c3nn(C)c(=O)c4ccccc34)CC2)cc1 | -8 | -2 | -1.4 | 4 | -2 | 17 | -17 | -1 | 17 | -16
O=C(CNC1CC1)Nc1cc(C(F)(F)F)ccc1Cl | 2 | 10 | 1.1 | x | -1 | -5 | -2 | 20 | 2 | 2
COC(=O)Nc1nnc(Cc2ccc(Cl)cc2)s1 | -3 | -2 | 0.1 | 0 | -1 | -5 | 12 | 7 | -12 | x
NC(=O)c1ncn([C@@H]2O[C@H](CN=C3NS(=O)(=O)c4ccccc43)[C@@H](O)[C@H]2O)n1 | -4 | -12 | -1.4 | x | -9 | -1 | -74 | 15 | 74* | 2
CSc1nsc(SCC(=O)Nc2cccc(C(C)=O)c2)n1 | -4 | -6 | 0.3 | -3 | x | -13 | 15 | 12 | -15 | 7
Cn1c(N)c(S(=O)(=O)N2CCCC2)c(=O)n(C)c1=O | 6 | 12 | -0.7 | -1 | 47* | -2 | 13 | 5 | -13 | 1
C/C(=N\NC(=O)COc1ccccc1)c1ccc(O)cc1 | 3 | 2 | -15 | -6 | 4 | 2 | -6 | -10 | 6 | 5
CCOC(=O)C1=C(COC(=O)/C=C/c2ccc([N+](=O)[O-])cc2)NC(=O)NC1C (stereo unspecified) | -5 | 11 | -0.3 | -2 | -4 | 21 | 8 | -4 | -8 | x
Cc1ccc(S(=O)(=O)NCc2ccccn2)cc1C | -5 | u | 0.9 | 0 | 4 | -6 | -21 | -13 | 21 | x
Cc1cccc(NS(=O)(=O)c2ccc(C(=O)NCC(C)(C)N3CCOCC3)cc2)c1C | -14 | -25 | -1.6 | 21 | 0 | -3 | 52 | 13 | -52 | -20
O=C(O)[C@@H](O)c1ccccc1 | 2 | -11 | -1.0 | x | 14 | -1 | -3 | -24 | 20 | -2
COc1ccc(N2CCN(C(=O)CNC(=O)Cc3ccccc3)CC2)cc1 | -10 | 4 | -1.4 | -2 | -2 | 53* | 9 | -13 | -9 | 4
COc1ccc(OC(C)C(=O)N2CCN(c3ccccn3)CC2)cc1 (stereo unspecified) | -2 | -16 | -3.3 | 9 | 0 | -2 | 3 | -30 | -3 | 8
CN=C1c2cc3c(Br)c(OC)ccc3n2CCN1C | -2 | -13 | x | 3 | -9 | 11 | -3 | x | 3 | -7
CCc1ccc(N2CC(C(=O)OCC(=O)Nc3cc(C)on3)CC2=O)cc1 (stereo unspecified) | -2 | -1 | 0.2 | 2 | -2 | 9 | -21 | 14 | 21 | 2
Cc1c(NC(=O)C(C)OC(=O)c2sc3ccccc3c2Cl)c(=O)n(-c2ccccc2)n1C (stereo unspecified) | -1 | -9 | -2.6 | 3 | -1 | -6 | 23 | -4 | -23 | -7

Three entries from above, arranged by the value under PfHsp90 set2, ascending.
smiles	PfHsp90 set2
Cc1c(NC(=O)C(C)OC(=O)c2sc3ccccc3c2Cl)c(=O)n(-c2ccccc2)n1C (stereo unspecified)	-4
Cn1c(N)c(S(=O)(=O)N2CCCC2)c(=O)n(C)c1=O	5
COc1ccc(S(=O)(=O)Nc2ccccc2-c2nnn(CC(=O)Nc3ccccc3OC)n2)cc1	9

Random draw from the library (roughly 4.3% active in at least one column).
